Xi reactivation – X-chromosome reactivation activator | XiGFP mouse fibroblasts, % GFP-positive cells imaging, 3 d; cells co-treated with 5-aza-dC sensitizer; scaled so ellipticine positive control = 100% | activation, % at 7.58 µM | 0.055% of 360,000 active | AID 743238;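 active = mean normalized replicate activation at least 10% and every replicate at or above 10%; inconclusive = only one of the two criteria met; inactive = mean below 10% and not all replicates reach 10%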;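 also: 0% = median of on-plate neutral control wells and 100% = ellipticine 6 µM median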
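System: XiGFP fibroblasts, SV40-immortalized. Medium: DMEM plus 5-aza-dC sensitizer. Doses: single point. Timing: 3 d treatment, 15 min room-temperature fixation. Control set: ellipticine 6 µM.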
ERp5 inh – blocks human ERp5 reductase activity on insulin; Q15084; ERp5 insulin aggregation, absorbance 650 nm, 90 min; inhibition, % at 9.99 µM; 0.05% of 350,000 active;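 active = mean replicate inhibition above about 25%, with every replicate also reaching it, limit read from the data, passing the limit was not always enough; inconclusive = only one of those two criteria met; inactive = neither criterion met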
ERAP1 inh – blocks human ERAP1 aminopeptidase activity; Q9NZ08; recombinant ERAP1, Leu-AMC fluorescence, 60 min; inhibition, % at 10.7 µM; 0.15% of 340,000 active;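 active = mean replicate inhibition of at least 30%, or all replicates individually reaching that 30% level; inactive = mean below 30% and not every replicate reaching it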;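 also: 0% = neutral control wells and 100% = L-leucinethiol positive control wells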
RAD52 inh – RAD52 (human) annealing inhibition. P43351. recombinant RAD52 DNA annealing, FRET fluorescence. inhibition, % at 18.7 µM. 0.46% of 360,000 active;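 active = every replicate showing at least 50% inhibition; inconclusive = mean inhibition at least 50% but not in every replicate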
Target sequence (P43351 whole entry, looked up): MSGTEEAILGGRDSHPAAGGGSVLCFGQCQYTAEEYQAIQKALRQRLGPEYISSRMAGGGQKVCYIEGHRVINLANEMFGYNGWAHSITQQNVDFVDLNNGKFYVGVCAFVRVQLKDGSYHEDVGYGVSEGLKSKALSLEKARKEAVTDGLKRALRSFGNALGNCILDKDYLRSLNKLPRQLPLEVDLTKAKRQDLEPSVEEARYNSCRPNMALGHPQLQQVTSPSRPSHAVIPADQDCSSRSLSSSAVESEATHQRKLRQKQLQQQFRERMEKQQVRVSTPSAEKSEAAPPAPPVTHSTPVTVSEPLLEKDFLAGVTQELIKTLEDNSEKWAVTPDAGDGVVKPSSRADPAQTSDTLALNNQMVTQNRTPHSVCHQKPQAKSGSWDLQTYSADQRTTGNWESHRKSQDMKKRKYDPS
RAD54 branch – inhibitors of human RAD54 branch migration | RAD54 Holliday junction branch migration, FAM/BHQ fluorescence | 0.14% of 360,000 active | inhibition, % at 10.4 µM | Q92698 | AID 602329;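 active = mean normalized replicate activity at least 40 and at least half of replicates scoring 40 or more; inconclusive = only one of the two criteria met; inactive = mean below 40 and under half of replicates reaching 40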;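 also: 0% = median of neutral control wells and 100% = median of positive control wells; inhibitors cause a drop in the FAM fluorescence signal; in these data hits start at about 50%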
E-sel inducer – E-selectin induction on HUVECs; P16581; HUVEC E-selectin immunofluorescence imaging; normalized: neutral wells 0, TNF-alpha wells 100; activation, % at 7.58 µM; 0.37% of 260,000 active; AID 686992;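 active = mean E-selectin-positive cell signal at least 10% of the positive control, reached in at least 60% of replicates, without over 20% cell loss; inconclusive = no rule given, readout overlaps actives, possibly toxicity-flagged; inactive = the rest, including those meeting only one limit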;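 also: in these data hits start at about 27%; measured in HUVEC primary endothelial cells; signal is the percent of cells scored E-selectin positive by PE staining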
Target sequence (P16581 whole entry, looked up): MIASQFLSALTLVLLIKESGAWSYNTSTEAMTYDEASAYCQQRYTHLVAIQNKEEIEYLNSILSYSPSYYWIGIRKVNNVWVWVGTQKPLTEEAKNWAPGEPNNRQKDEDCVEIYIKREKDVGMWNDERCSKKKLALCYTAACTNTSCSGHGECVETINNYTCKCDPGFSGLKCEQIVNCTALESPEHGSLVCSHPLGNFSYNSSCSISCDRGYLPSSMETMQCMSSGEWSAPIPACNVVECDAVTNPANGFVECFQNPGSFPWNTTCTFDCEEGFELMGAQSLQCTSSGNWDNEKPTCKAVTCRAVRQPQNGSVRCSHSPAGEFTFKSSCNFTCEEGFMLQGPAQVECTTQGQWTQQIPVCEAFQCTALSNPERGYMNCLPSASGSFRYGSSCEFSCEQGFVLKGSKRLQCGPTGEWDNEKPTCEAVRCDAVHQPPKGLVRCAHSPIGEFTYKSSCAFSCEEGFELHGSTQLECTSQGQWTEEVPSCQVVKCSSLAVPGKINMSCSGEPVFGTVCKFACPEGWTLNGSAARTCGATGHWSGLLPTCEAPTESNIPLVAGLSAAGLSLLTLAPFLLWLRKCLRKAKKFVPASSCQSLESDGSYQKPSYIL
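Material: HUVEC primary endothelial cells; Amount: 3,000 cells per well; Dosing: single concentration; Medium: EGM-2 growth medium on 0.1% gelatin-coated wells; Read-out basis: percent E-selectin-positive cells; Signal: immunofluorescence imaging; Control set: TNF-alpha, DMSO.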
esBAF inh – SWI/SNF esBAF complex inhibition. 2% of 350,000 active. mouse ES cells, Bmi1-luciferase knock-in reporter, 24 h; 100% = twice the neutral-well signal. reporter increase, % at 12.5 µM. AID 602393; in the data active = activation above about 40%; inconclusive = no clear call, values can overlap the other calls;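 also: 0% = median of the plate's neutral control wells and 100% = double that signal; a rise in the Bmi1 reporter signal indicates esBAF inhibition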
S100A4 inh HTS – S100A4-myosin IIA interaction inhibition. P26447. S100A4/TAMRA-MyoIIA peptide fluorescence polarization. inhibition, % at 10.7 µM. 0.14% of 360,000 active. AID 652163;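 active = mean inhibition of at least 70% across replicates, with every replicate also reaching that level; inconclusive = mean inhibition reaches 70% but some replicates fall short; inactive = mean inhibition below 70%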
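Compound dosing: one dose per compound; test system: human S100A4 monomer with TAMRA-labelled myosin IIA peptide; probe or stimulus: TAMRA-labelled myosin IIA heavy-chain peptide probe, 5 nM; medium: HEPES buffer with Ca2+, pH 7.2; schedule: 5 min incubation before reading; benchmarks: neutral control DMSO, positive control TFP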
Numbers without * were called inactive; ? = inconclusive; · = no result given; & = joins results of further samples.

A first look (2 entries):
SMILES	Xi reactivation	ERp5 inh	ERAP1 inh	RAD52 inh	RAD54 branch	E-sel inducer	esBAF inh	S100A4 inh HTS
Cc1onc(-c2c(Cl)cccc2Cl)c1C(O)c1ccccc1 (stereo unspecified)	0.0	1.7	0.0	-6.4	-0.9	0.3	-1.3	-17.1
Cc1cc(C)c(NC(=O)COC(=O)/C=C/c2cccc(C(F)(F)F)c2)c(C)c1	0.3	-5.8	-1.1	-9.2	·	-2.5	·	-0.3

Main list, previewed entries included:
SMILES	Xi reactivation	ERp5 inh	ERAP1 inh	RAD52 inh	RAD54 branch	E-sel inducer	esBAF inh	S100A4 inh HTS
Cc1onc(-c2c(Cl)cccc2Cl)c1C(O)c1ccccc1 (stereo unspecified)	0.0	1.7	0.0	-6.4	-0.9	0.3	-1.3	-17.1
Cc1cc(C)c(NC(=O)COC(=O)/C=C/c2cccc(C(F)(F)F)c2)c(C)c1	0.3	-5.8	-1.1	-9.2	·	-2.5	·	-0.3
CCCCNc1nc2c(-c3ccccc3)nnn2c2ccccc12	?	-2.7	-3.3	-2.2	·	·	·	-4.6
N#C[C@@H]1[C@H](c2ccc(C#Cc3ccccc3F)cc2)[C@H](CO)N1C(=O)C1CCCCC1	-0.1	-0.1	7.2	-49.9	3.6	0.9	22.3	-14.0
O=C(C[C@H]1CC[C@@H](NC(=O)C2CCC2)[C@@H](CO)O1)Nc1nccs1	-0.6	4.0	3.7	4.5	-5.3	-0.7	-0.1	14.3
CN(CCNC(=O)c1cc2c(=O)n(C)c3ccccc3c2n1C)Cc1ccccc1	0.0	1.4	-3.2	14.9	51.7*	0.2	-11.4	0.5
Cc1cccc(S(=O)(=O)N2CCCCN3[C@@H](CO)[C@H](c4ccc(C#C[C@H](C)O)cc4)[C@@H]3C2)c1	0.2	-1.1	2.2	-8.8	-8.5	-0.6	12.2	-8.5
O=C(N[C@H]1CC[C@H](CCn2cc(C3CCCC3)nn2)O[C@@H]1CO)c1cccnc1	0.2	0.1	0.0	-5.2	·	0.1	·	-4.9
COc1ccc(CCN(Cc2cccs2)S(=O)(=O)c2ccc(C(=O)O)cc2)cc1OC	0.2	7.1	-1.4	-1.3	·	8.5	·	2.3
Cc1ccc(S(=O)(=O)N(C)C[C@H]2Oc3ccc(NS(=O)(=O)c4ccc(F)cc4)cc3C(=O)N([C@@H](C)CO)C[C@H]2C)cc1	-0.6	·	·	·	-2.9	-0.1	-0.8	·
Cc1noc(C)c1S(=O)(=O)N(C)C[C@H]1Oc2ccc(NS(=O)(=O)c3ccc(F)cc3)cc2CC(=O)N([C@@H](C)CO)C[C@H]1C	-0.4	2.3	0.3	10.3	·	0.1	-4.0	6.1
COc1ccccc1C(=O)Nc1cc2c(cc1C(=O)O)OCCCO2	0.1	-0.7	-3.1	-2.0	-4.6	·	3.4	-1.3
O=C(O)c1cc(-c2cccc([N+](=O)[O-])c2)n[nH]1	0.8	0.8	-3.0	-4.4	10.6	·	4.5	-16.2
CCn1cc(C(=O)NCc2ccco2)c(=O)c2ccc(C)nc21	0.0	-0.8	-1.6	-6.3	·	0.2	-5.1	-3.2
COc1ccc(-c2ccc3c(n2)CCCN3S(=O)(=O)c2ccccc2)cc1	-0.1	0.0	-3.1	-23.2	·	-0.4	·	-3.9
O=C1C2C3C=CC(CC3)C2S(=O)(=O)C2C3C=CC(CC3)C12 (stereo unspecified)	0.2	-7.5	3.5	-0.4	2.1	1.3	-1.8	-0.9
COc1ccccc1NC(=O)N[C@@H]1CC[C@H](CCNS(=O)(=O)c2ccc(F)cc2)O[C@@H]1CO	0.1	1.0	0.3	1.6	-1.3	-0.1	0.1	0.3
CCCCc1nnc(NC(=O)c2cccc(S(=O)(=O)N3CCN(C)CC3)c2)s1	0.0	0.7	15.1	-14.4	-13.4	·	·	5.7
Cc1cc(C([O-])=C(C(=S)Nc2ccc(F)cc2)[n+]2ccccc2)c(C)n1-c1ccc(F)cc1	0.1	9.0	2.6	-14.0	0.6	0.2	13.2	-8.7
C[C@H]1CN([C@@H](C)CO)C(=O)CCCn2cc(nn2)CO[C@H]1CN(C)S(C)(=O)=O	-0.2	-1.6	1.2	-1.3	-3.4	0.0	-1.0	2.1
Cc1ccc(-c2cnc3c(c2)C(=O)N([C@H](C)CO)C[C@@H](C)[C@@H](CN(C)C(=O)Cc2ccccc2)O3)cc1	-0.2&-0.1	2.9&-2.4&-8.9	2.2&-0.4&-2.1	-14.5&4.9&-6.0	-4.6&9.0&2.1	-0.1&0.0	2.1&7.1&-1.6	4.2&1.8&8.4
O=C1c2cc(N3CCCC3)c([N+](=O)[O-])cc2C(=O)N1c1ccccc1	0.2	0.7	-0.8	-14.4	11.1	-0.2	-0.8	-1.8
CC1(C)CC2CC(C)(CN2S(=O)(=O)c2ccc(C(=O)Nc3cccc(S(=O)(=O)N4CCOCC4)c3)cc2)C1 (stereo unspecified)	0.0	-4.0	2.3	-5.0	-12.1	·	·	-0.2
CC(=O)Nc1ccc(C(=S)NCCCO)cc1	0.0	2.7	-2.8	-8.0	·	0.0	·	7.9
COc1ccc(NC(=O)Nc2cccc3c2O[C@@H](CN(C)S(=O)(=O)c2ccccc2)[C@H](C)CN([C@@H](C)CO)C3=O)cc1	0.0	-0.8	3.4	0.9	-4.0	-0.1	-1.9	0.2
CCOC(=O)C1(CC2CCCCO2)CCN(C(=O)Nc2ccccc2SC)CC1 (stereo unspecified)	0.0	4.1	-2.3	-1.3	·	·	-16.1	3.1
COCCN(CCOC)S(=O)(=O)c1ccc(C(=O)Nc2nc(C)c(C(C)=O)s2)cc1	·	0.0	-2.1	-24.2	3.9	·	3.9	-0.6
COC(=O)c1ccccc1NC(=S)N1CCN(c2ccccc2)CC1	0.1	-0.5	3.9	-17.0	-8.4	0.2	-1.4	-4.2
COCCCN1C(=O)C(CC(=O)NCC2CCCCC2)CC(C(=O)N2CCOCC2)=C1C (stereo unspecified)	0.0	-9.8	·	-15.5	-2.9	-1.9	-7.6	-0.4
CN(Cc1ccc(Cl)s1)C(=O)CNC(=O)CNC(=O)c1ccc(Cl)cc1Cl	0.1	-3.4	-3.4	-16.5	-4.3	-0.6	-1.6	-0.6
CCOc1ccc(OCC(=O)N2CCN(S(=O)(=O)c3ccccc3)CC2)cc1	0.0	-0.5	14.4	-6.3	-5.4	0.0	-10.0	1.0
COc1ccc(NC(=S)SC)cc1OC	0.7	-12.3	4.1	-5.5	·	0.5	·	0.8
COCCN(Cc1ccccc1)C(=O)c1cccc(S(=O)(=O)N2CCCc3ccccc32)c1	0.0	-4.2	2.1	-12.6	-10.0	-0.4	-3.9	1.8
O=C(Nc1c(-c2ccc3c(c2)OCO3)[nH][nH]c1=O)c1cccc(C(F)(F)F)c1	0.1	2.0	3.0	-8.7	-8.1	1.4	-6.7	-0.6
Cc1ccc(NC(=O)CSc2nc(N)c3cc4c(nc3n2)CCCC4)cc1	0.0	-5.9	-3.5	-24.0	6.9	·	·	-5.3
COc1ccc(N2CCN(C(=O)c3cccnc3SCc3cccc(Br)c3)CC2)cc1	0.0	2.6	3.4	-2.1	3.5	0.0	-0.6	-11.3
O=S(=O)(NCc1ccccc1)c1ccc(-c2cnc(C3CC3)o2)cc1	0.1	2.5	1.5	-8.9	8.9	0.4	13.7	-1.5
CN(Cc1ccon1)C(=O)CC1C(=O)NCCN1Cc1ccc(Cl)c(F)c1 (stereo unspecified)	0.0	-2.4	-1.3	-31.3	-2.2	-0.2	2.7	-3.7
Cc1cccc(OCCn2c(=O)n(C)c3ccccc32)c1	-0.1	0.7	5.4	-0.1	2.3	-1.0	78.0*	0.0
CN1c2ccc(C#Cc3cccnc3)cc2[C@H]2[C@H](CCN2C(=O)C2CCCCC2)[C@@H]1CO	0.1	-4.1	0.8	-12.4	-7.1	-0.7	-1.5	10.0
Cc1c(NC(=O)C2CCN(S(=O)(=O)c3cccs3)CC2)c(=O)n(-c2ccccc2)n1C	0.0	-0.8	2.0	8.6	-3.6	0.1	-8.3	-4.3
Cc1ccc(CN(C)C(=O)c2ccc(S(=O)(=O)N3CCCCCC3)cc2)o1	-0.1	9.3	0.4	-9.0	-14.8	1.4	-2.4	-2.1
CCOC(=O)c1c(-c2ccccc2)oc2ccc(OCC(=O)O)cc12	0.0	4.4	-1.7	-20.8	·	-0.6	·	-4.9
CCN(CC(=O)Nc1c(F)cccc1F)C(=O)c1cccc(-n2cccc2)c1	0.0	1.1	1.4	-17.6	3.5	-0.1	-2.0	0.6
BrC(=C\c1ccccc1)/C=N/Nc1nc(N2CCOCC2)nc(N2CCOCC2)n1	0.0	-0.2	14.3	-1.2	·	·	·	2.6
COc1ccccc1NC(=O)N1CC(=O)N2[C@H](C1)[C@H](c1ccc(-c3ccc(C)cc3)cc1)[C@@H]2CO	0.1	4.8	0.5	-17.8	·	0.0	·	17.3
C[C@H]1CN([C@@H](C)CO)C(=O)c2cccc(NS(=O)(=O)c3ccc(F)cc3)c2O[C@H]1CN(C)S(C)(=O)=O	1.0	-0.5	-0.2	-4.4	4.6	-0.7	-0.7	8.2
O=C(CCn1cncn1)N1CCCC(N2CCN(c3ccc(F)cc3)CC2)C1 (stereo unspecified)	0.3	4.9	1.0	-8.4	16.8	0.0	11.9	-7.0
CC(C)(C)n1nnnc1C(c1ccccc1)N1CCCN(Cc2ccc(F)cc2)CC1 (stereo unspecified)	0.0	2.7	0.4	-20.6	·	-0.7	·	0.9
COc1ccc(OCCOc2ccc(/C=C3\C(=N)N4N=C(C)SC4=NC3=O)cc2)cc1	0.5	3.2	2.7	-1.8	1.2	·	11.1	13.8
CC(=O)Nc1ccc2c(c1)C(=O)N(C)[C@@H]1CC[C@H](CC(=O)NCc3ccccc3Cl)O[C@@H]1CO2	0.4	-6.4	-1.2	-6.0	4.0	-0.1	-9.0	6.5
CCCNc1nc(Cl)nc(NC(C)(C)C)n1	0.0	3.3	2.8	-12.2	9.1	0.5	3.4	1.6
CNC[C@@H]1Oc2ccc(NC(=O)Nc3ccc(F)cc3)cc2C(=O)N([C@H](C)CO)C[C@H]1C	0.1	-3.2	-1.5	-6.9	11.7	0.0	-3.8	1.6
CCOP(=O)(OCC)C(Nc1ccccc1)c1ccco1 (stereo unspecified)	0.5	-2.0	-2.5	-5.7	-6.8	2.3	-21.3	-6.1
Cc1ccccc1-c1cnc2c(c1)C(=O)N([C@@H](C)CO)C[C@@H](C)[C@H](CN(C)Cc1ccncc1)O2	-1.1	-8.8	4.4	-1.0	7.2	-0.3	5.4	-2.4
Cc1ncccc1C(=O)N1CCCC(CNC(=O)C2(c3ccc(Cl)cc3)CC2)C1 (stereo unspecified)	0.0	-4.1	-1.6	-10.2	-2.7	0.6	4.7	-2.3
O=C(C[C@@H]1C=C[C@H](NC(=O)Nc2ccc(C(F)(F)F)cc2)[C@@H](CO)O1)NCc1ccccn1	0.0	1.8	0.7	-3.4	-3.1	0.3	-3.0	1.8
CO[C@@H]1CN(C)C(=O)c2ccc(NC(=O)Nc3cccc(Cl)c3)cc2OC[C@@H](C)N(C(=O)Nc2c(C)noc2C)C[C@H]1C	-0.1	-3.7	-0.2	2.7	-7.2	0.3	6.7	-13.2

Screening results deposited in PubChem by Broad Institute.
